HCV NS3 hel inh = inhibitors of HCV NS3 helicase, primary screen, biochemical, Cy5 molecular beacon fluorescence | 290,000 compounds, 0.56% hits | inhibition, % at 10.9 µM | NS3 helicase DNA unwinding | Hepatitis C virus NS3 helicase;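 active means inhibition above the mean of all tested compounds plus 3 SD, set per campaign, cut at about 35% in these data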;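 further: 0% = DMSO wells and 100% = thioflavine S control wells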
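Control set: DMSO versus 110 µM thioflavine S; Material: NS3 helicase fragment of HCV; Measured by: Cy5 fluorescence at 0 and 60 min, beacon hairpin quenching; Read-out basis: percent inhibition from t60/t0 fluorescence ratio; Times: reaction time 60 min, 25 °C; Repeats: single replicate; Compound dosing: single dose, 10.9 µM nominal final, DMSO 0.8% final.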
PHOSPHO1 inh = PubChem AID 1565 | recombinant PHOSPHO1, absorbance phosphatase assay | Phosphoethanolamine/phosphocholine phosphatase (Homo sapiens), Q8TCT1 | 290,000 compounds, 1.1% hits | inhibition, % at 13.3 µM; in the data active means inhibition above about 60%
Target sequence (Q8TCT1 whole entry, looked up): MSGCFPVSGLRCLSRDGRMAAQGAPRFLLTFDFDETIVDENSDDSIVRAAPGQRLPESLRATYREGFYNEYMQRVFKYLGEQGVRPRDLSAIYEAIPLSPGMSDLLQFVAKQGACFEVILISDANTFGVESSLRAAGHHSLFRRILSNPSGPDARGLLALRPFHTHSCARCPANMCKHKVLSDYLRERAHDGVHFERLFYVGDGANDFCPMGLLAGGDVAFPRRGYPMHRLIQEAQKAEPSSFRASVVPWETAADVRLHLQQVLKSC
IMP-1 inh = IMP-1 metallo-beta-lactamase inhibitors, primary screen, biochemical, epi-absorbance readout, Pseudomonas aeruginosa enzyme. metallo-beta-lactamase IMP-1 (Pseudomonas aeruginosa). purified IMP-1, nitrocefin hydrolysis, epi-absorbance fluorescence. 290,000 compounds, 0.45% hits. inhibition, % at 5.6 µM;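 active means inhibition above the mean plus 3 SD of all compounds in the same screening run, cut at about 4.5% in these data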;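 further: 0% = IMP-1 with DMSO and 100% = DMSO wells lacking enzyme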
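Material – recombinant IMP-1 enzyme, purified · Amount – IMP-1 0.2 nM before substrate addition · Medium – HEPES buffer pH 7.1 with ZnSO4 and Brij 35 · Timing – 25 °C, 15 min preincubation, 25 min reaction · Measured by – plate fluorescence quenching by hydrolysis product, ex 480/em 530 nm · Read-out – percent enzyme inhibition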
VIM-2 inhibitor = VIM-2 metallo-beta-lactamase inhibitors, primary screen, biochemical, epi-absorbance readout, Pseudomonas aeruginosa enzyme; purified VIM-2, nitrocefin hydrolysis, epi-absorbance fluorescence; inhibition, % at 5.6 µM; 290,000 compounds, 0.89% hits; AID 1527, 2009;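 active means inhibition above the mean of all tested compounds plus 3 SD, cutoff set per screening run, cut at about 7.5% in these data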;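 further: red hydrolysis product quenches plate fluorescence so inhibitors raise well fluorescence; 0% = enzyme with DMSO and 100% = DMSO without enzyme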
FID counter = compounds displacing fluorescent DNA intercalator, primary screen, artefact control for HCV NS3 helicase inhibitor project, biochemical, FID fluorescence; 290,000 compounds, 0.17% hits; inhibition, % at 7.9 µM; DNA fluorescent intercalator displacement; AID 1845, 2009; in the data active means inhibition above about 37%;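 further: 0% = vehicle and 100% = reference compound; higher means more ethidium bromide displaced from hairpin DNA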
SUMO HTRF inh = inhibitors of in vitro SUMOylation cascade, primary screen, biochemical, HTRF, uHTS. SUMO-conjugating enzyme UBC9 (Homo sapiens), P63279. HTRF SUMOylation assay, SAE1/SAE2 + UBC9. inhibition, % at 35 µM. 290,000 compounds, 0.36% hits. AID 2006, 2009; in the data active means inhibition above about 50%, passing the limit was not always enough; further: strong numbers were not always called active
Target sequence (P63279 whole entry, looked up): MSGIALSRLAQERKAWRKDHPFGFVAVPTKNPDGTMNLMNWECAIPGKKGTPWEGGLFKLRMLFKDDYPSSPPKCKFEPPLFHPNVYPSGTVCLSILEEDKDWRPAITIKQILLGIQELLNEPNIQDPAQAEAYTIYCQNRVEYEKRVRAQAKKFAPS
MEKK3 PB1 HTS = modulators of MEKK3-MEK5 PB1 binding, primary screen, biochemical, wildtype MEKK3, multiplex bead flow cytometry, Alexa488-MEK5; binding response (% of control), % at 10 µM; Mitogen-activated protein kinase kinase kinase 3 (Homo sapiens), Q99759; bead-based flow cytometry, Alexa488-MEK5 binding to MEKK3; actives lie on both sides; 0 = blocked by unlabeled MEK5, 100 = vehicle; 290,000 compounds, 1.4% hits; AID 1529, 2009;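 active means binding response more than 3 SD above or below the average of its plate-row segment, actives on both sides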;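 further: Alexa488 bead fluorescence after subtracting the streptavidin-only scavenger bead signal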
Target sequence (Q99759 whole entry, looked up): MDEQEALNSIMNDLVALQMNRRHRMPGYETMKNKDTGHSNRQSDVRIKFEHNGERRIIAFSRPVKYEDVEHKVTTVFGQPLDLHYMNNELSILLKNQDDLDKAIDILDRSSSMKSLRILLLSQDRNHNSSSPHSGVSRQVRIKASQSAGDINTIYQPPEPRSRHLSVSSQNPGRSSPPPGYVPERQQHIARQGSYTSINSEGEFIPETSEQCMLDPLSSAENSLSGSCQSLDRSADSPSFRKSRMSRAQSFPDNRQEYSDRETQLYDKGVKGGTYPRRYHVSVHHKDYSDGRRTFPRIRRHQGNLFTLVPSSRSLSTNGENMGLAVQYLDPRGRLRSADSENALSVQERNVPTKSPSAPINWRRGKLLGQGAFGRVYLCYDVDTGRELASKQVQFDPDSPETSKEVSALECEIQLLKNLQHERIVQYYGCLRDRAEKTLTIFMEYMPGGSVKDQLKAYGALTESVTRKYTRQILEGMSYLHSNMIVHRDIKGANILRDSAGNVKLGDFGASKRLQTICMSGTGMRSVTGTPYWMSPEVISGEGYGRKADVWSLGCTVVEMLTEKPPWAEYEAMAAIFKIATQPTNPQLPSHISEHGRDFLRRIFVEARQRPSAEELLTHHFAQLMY
IDE cell activ = human IDE activators in live cells, primary screen, fluorescence polarization, HEK cells, FAbeta-B substrate; Insulin-degrading enzyme (Homo sapiens), P14735; FAbeta-B cleavage; 0% vehicle, 100% cell-free pure enzyme wells; activation, % at 5.96 µM; 340,000 compounds, 0.073% hits; AID 493087, 2011;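 active means activation above the mean of all tested compounds plus 3 SD, set per screening campaign, cut at about 17% in these data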
p-CIP stab down = p/CIP-EGFP fusion destabilizers, primary screen, fluorescence, F442A cells; Q05BA5; decrease of EGFP signal, % at 10 µM; 290,000 compounds, 0.01% hits; 16 h; AID 1984, 2009;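 active means EGFP signal decrease of at least 30% at 10 µM or well 3 SD below plate mean, unless failing retest; inactive means the rest, including hits failing retest or dose response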; further: some compounds called inactive have numbers as strong as hits; many of its hits are not listed in these tables
* hit, by the source's call; x = not tested or not shown. A portion of the library; the hit share may differ from the screen's.

SMILES	HCV NS3 hel inh	PHOSPHO1 inh	IMP-1 inh	VIM-2 inhibitor	FID counter	SUMO HTRF inh	MEKK3 PB1 HTS	IDE cell activ	p-CIP stab down
CC(C)(CNC(=O)c1cc(=O)[nH]c2ccccc12)N1CCOCC1	-4.5	6.8	-3.2	-3.1	1.3	8.1	x	-2.0	-7.3
COc1ccc(S(=O)(=O)Nc2c(C)nc3nc(C)[nH]n3c2=O)cc1	0.4	28.0	-0.1	-0.1	1.9	-9.5	102.0	6.7	-8.1
CCOC(=O)N1CCN(C(=O)CN(c2ccccc2OC)S(=O)(=O)c2ccc(OC)cc2)CC1	5.1	38.7	-2.2	-0.5	-35.9	9.2	91.0	-3.0	-8.5
Cc1cc(-c2nnc(CCC(=O)NCCc3ccccc3F)o2)no1	-4.5	47.7	-0.8	1.3	-3.9	0.6	98.0	-0.3	-2.0
COc1cc(CN2CCN(c3cccc(C)c3C)CC2)cc([N+](=O)[O-])c1O	6.2	37.3	-0.4	0.5	5.9	35.4	91.0	1.4	-12.9
Cc1ccc(S(=O)(=O)NCC(=O)OCC(=O)c2cc(C)n(-c3ccccc3)c2C)cc1	8.9	-2.2	-1.0	-3.1	-22.5	19.8	104.0	-0.8	-9.9
Cc1cc(NC(=O)Nc2cc(F)ccc2F)no1	-0.2	24.8	-1.1	-0.7	-1.4	2.4	100.0	-2.9	11.4
N/C(=N\N=C\c1cccc(O)c1)c1nonc1N	-2.6	32.0	-2.2	-3.4	2.1	13.5	106.0	0.0	-2.3
Cc1ccc(O)c(NC(=O)c2ccc3c(c2)C(=O)N(CC(C)C)C3=O)c1	-14.4	8.5	-1.4	-1.4	-4.6	13.7	101.0	2.6	-10.7
COC(=O)c1ccc2[nH]c(C)cc(=O)c2c1	4.4	6.6	-5.6	-2.1	-5.0	7.8	105.0	-1.7	1.6
C/C=C/C=C/C(=O)N1CC2(CC(c3cccc(NC(=O)CCCCC)c3)=NO2)C[C@H]1C(N)=O (stereo not given in full)	x	22.1	x	x	x	-10.1	98.0	-2.0	5.5
Cc1ccc(CNC(=O)Cn2cccc2C(=O)c2ccccc2C)cc1	-4.2	-17.0	-2.9	-3.8	-29.4	-4.1	102.0	6.4	-1.6
COc1ccc2c(Cl)c(C(=O)NC3CCS(=O)(=O)C3)sc2c1 (stereo not given)	10.8	12.4	-3.0	-3.9	-5.4	22.3	100.0	2.3	2.5
O=S(=O)(Nc1nccs1)c1ccc(Cl)cc1	2.9	18.6	2.9	-5.6	3.1	12.0	81.0	3.4	-2.0
COc1ccc(C(C(=O)NC2CCCCC2)N(C(=O)CCCC(=O)Nc2ccccn2)c2ccc3c(c2)OCCO3)cc1 (stereo not given)	2.8	23.5	-2.9	-0.1	-7.1	5.3	99.0	-0.9	-0.1
Oc1ccc(Br)cc1-c1cc(-c2ccccc2Cl)[nH]n1	2.4	-0.8	-4.6	-3.7	-2.2	5.0	88.0	13.3	-11.7
CCN1CCN(C(=S)NCCc2ccccc2)CC1	-0.1	36.3	-1.2	-3.1	9.9	9.0	103.0	4.6	-10.5
O=C(Oc1ccc(-c2csnn2)cc1)C1CC1	-9.5	12.9	-0.6	1.2	-2.5	28.5	102.0	5.0	-6.3
CC(=O)c1cccc(NC2c3ccccc3C(=O)N2Cc2ccco2)c1 (stereo not given)	3.2	31.8	-2.6	-1.8	-20.9	14.6	134.0*	5.6	-11.6
CCOC(=O)c1c(-c2ccccc2)csc1NC(=O)CSc1nc(C)cc(C)n1	5.3	-9.8	-2.0	-5.3	-3.6	-23.9	103.0	-1.5	-4.7

Compounds from the list above containing an aryl methoxy group (five):
SMILES	HCV NS3 hel inh	PHOSPHO1 inh	IMP-1 inh	VIM-2 inhibitor	FID counter	SUMO HTRF inh	MEKK3 PB1 HTS	IDE cell activ	p-CIP stab down
COc1ccc(S(=O)(=O)Nc2c(C)nc3nc(C)[nH]n3c2=O)cc1	0.4	28.0	-0.1	-0.1	1.9	-9.5	102.0	6.7	-8.1
CCOC(=O)N1CCN(C(=O)CN(c2ccccc2OC)S(=O)(=O)c2ccc(OC)cc2)CC1	5.1	38.7	-2.2	-0.5	-35.9	9.2	91.0	-3.0	-8.5
COc1cc(CN2CCN(c3cccc(C)c3C)CC2)cc([N+](=O)[O-])c1O	6.2	37.3	-0.4	0.5	5.9	35.4	91.0	1.4	-12.9
COc1ccc2c(Cl)c(C(=O)NC3CCS(=O)(=O)C3)sc2c1 (stereo not given)	10.8	12.4	-3.0	-3.9	-5.4	22.3	100.0	2.3	2.5
COc1ccc(C(C(=O)NC2CCCCC2)N(C(=O)CCCC(=O)Nc2ccccn2)c2ccc3c(c2)OCCO3)cc1 (stereo not given)	2.8	23.5	-2.9	-0.1	-7.1	5.3	99.0	-0.9	-0.1

(listing goes on)
SMILES	HCV NS3 hel inh	PHOSPHO1 inh	IMP-1 inh	VIM-2 inhibitor	FID counter	SUMO HTRF inh	MEKK3 PB1 HTS	IDE cell activ	p-CIP stab down
C[C@H](CCC(=O)O)[C@H]1CC[C@H]2[C@@H]3C(=O)C[C@@H]4CC(=O)CC[C@]4(C)[C@H]3CC(=O)[C@]12C	8.5	-3.8	-0.3	2.8	-29.9	0.4	72.0	2.1	-2.5
O=C(/C(=C(\O)c1ccccc1)c1ncc[nH]1)c1ccccc1	-1.7	-11.8	-1.8	-1.6	1.3	-10.1	103.0	1.4	12.3
CC(C)CCNC(=O)C1CCC(=O)N1CCc1ccccc1 (stereo not given)	-4.6	33.0	1.1	-1.4	-7.3	15.4	105.0	1.5	-3.0
O=C(NCCN1CCOCC1)C1CCN(c2nc3ccccc3o2)CC1	-2.0	3.4	-1.1	-1.5	-0.2	10.8	109.0	9.2	-9.8
COCCOC(=O)C1=C(C)NC(=O)NC1c1ccc(Cl)cc1 (stereo not given)	5.4	1.2	-2.4	-1.7	-6.8	17.8	93.0	-2.7	1.5
CCCCCC(=O)OCCc1c(C)nc2nc[nH]n2c1=O	8.3	24.3	-2.2	-3.1	-5.2	-11.7	108.0	-5.6	10.7
O=S(=O)(c1ccc(Cl)cc1)N1CCN(CCc2ccccc2)CC1	17.8	26.1	-0.9	-1.5	-13.9	-5.3	101.0	1.7	-28.5
Cc1ccc(S(=O)(=O)CC(=O)Nc2c(C)n(C)n(-c3ccccc3)c2=O)cc1	-1.3	35.9	-2.5	-0.7	-0.5	3.0	101.0	-3.6	21.7
COc1ccc(C(C(=O)NC2CCCCC2)N(Cc2cccs2)C(=O)Cc2c[nH]c3ccccc23)cc1OC (stereo not given)	-11.6	32.6	-3.2	-2.2	-10.9	0.7	102.0	3.2	-2.7
Cn1c(=O)cc(SCC(=O)N2CCCC2)c2ccc(Cl)cc21	11.8	23.4	-5.7	1.5	-15.8	-4.9	102.0	4.3	-5.4
O=C(O)C1CCN(S(=O)(=O)N2CCOCC2)CC1	-7.4	12.6	-2.7	-2.8	2.1	-4.5	107.0	8.8	-1.2
Cn1c(SCc2ccc(F)cc2)nnc1-c1cnccn1	7.5	23.9	-3.0	-3.2	-10.5	17.7	93.0	4.8	-16.8
Cn1c2ccccc2c2cc(/C=N/NC(=O)c3ccc(N)cc3)ccc21	16.1	46.6	-2.5	-3.2	-8.3	1.7	102.0	-1.2	-8.5
O=C(CSc1ccccn1)N1CCc2ccccc21	6.4	-77.9	-3.7	-1.6	-11.0	22.6	84.0	5.0	-11.4
O=C1CN(C(=O)CSc2nc3cc(Cl)ccc3c(=O)n2Cc2ccccc2)c2ccccc2N1	-9.2	-9.0	0.5	-1.6	-0.6	-12.2	98.0	-6.8	-21.7
NC(=S)N/N=C/c1ccc2cccc(OCc3ccccc3)c2n1	38.7*	5.2	-2.5	-3.1	-33.2	42.9	107.0	-0.3	5.2
C=CCn1c(=O)c2ccccc2n2c(Sc3nnnn3-c3ccccc3)nnc12	-0.8	16.0	-3.7	-1.9	4.1	24.6	103.0	3.4	-18.4
C/C(O)=C(/C=NCC(=O)O)C(=O)Nc1nccs1	-11.4	37.9	-3.8	-3.3	-1.4	6.5	104.0	-0.6	-11.9
CS(=O)(=O)N1CCN(c2c(Cl)cccc2[N+](=O)[O-])CC1	-3.0	27.0	-1.4	-6.1	-4.4	-15.0	83.0	-3.0	-6.2
CC(C)COC(=O)Nc1nnc(Cc2ccccc2)s1	8.9	-7.9	-2.4	0.0	-28.7	-0.9	101.0	4.2	-15.3

4 entries already listed, ordered by their value in HCV NS3 hel inh, falling.
mol | HCV NS3 hel inh | PHOSPHO1 inh | IMP-1 inh | VIM-2 inhibitor | SUMO HTRF inh | MEKK3 PB1 HTS | IDE cell activ | p-CIP stab down
NC(=S)N/N=C/c1ccc2cccc(OCc3ccccc3)c2n1 | 38.7* | 5.2 | -2.5 | -3.1 | 42.9 | 107.0 | -0.3 | 5.2
O=S(=O)(c1ccc(Cl)cc1)N1CCN(CCc2ccccc2)CC1 | 17.8 | 26.1 | -0.9 | -1.5 | -5.3 | 101.0 | 1.7 | -28.5
O=C(O)C1CCN(S(=O)(=O)N2CCOCC2)CC1 | -7.4 | 12.6 | -2.7 | -2.8 | -4.5 | 107.0 | 8.8 | -1.2
C/C(O)=C(/C=NCC(=O)O)C(=O)Nc1nccs1 | -11.4 | 37.9 | -3.8 | -3.3 | 6.5 | 104.0 | -0.6 | -11.9

Look-ups from the entries so far:
COCCOC(=O)C1=C(C)NC(=O)NC1c1ccc(Cl)cc1 (stereo not given) in PHOSPHO1 inh: 1.2
CCCCCC(=O)OCCc1c(C)nc2nc[nH]n2c1=O in p-CIP stab down: 10.7

Following part.
SMILES	HCV NS3 hel inh	PHOSPHO1 inh	IMP-1 inh	VIM-2 inhibitor	FID counter	SUMO HTRF inh	MEKK3 PB1 HTS	IDE cell activ	p-CIP stab down
O=C(NC(C(=O)O)c1ccccc1)c1ccccc1 (stereo not given)	-7.5	5.5	-3.1	-1.6	3.9	15.3	102.0	-0.3	-8.9
CC(=O)COc1ccc2c3c(c(=O)oc2c1)CCCC3	2.0	-13.6	-1.6	6.2	-4.6	20.2	99.0	4.8	-2.9
CC(NC(=O)CSc1nc2ccc(N)cc2s1)c1ccccc1 (stereo not given)	3.6	57.3	-1.6	-1.6	5.8	1.3	93.0	2.8	-14.6
Cn1ccnc1SCC(=O)c1cccc(Br)c1	4.9	46.5	2.0	2.8	-6.9	7.1	101.0	-3.0	-8.1
Cc1ccccc1NC(=O)c1ccc(F)c(S(=O)(=O)N2CCN(c3ccccn3)CC2)c1	4.2	38.2	-0.8	-2.8	-2.7	14.5	101.0	-6.8	-17.3

From PubChem BioAssay
